# procasp7 counter – counter-screen: procaspase-7 (human) activation; AID 463210; P55210; hit rate 0.093% among 330,000; activation, % at 8.5 µM; recombinant procaspase-7, Ac-DEVD-pNA absorbance 405 nm; D23A/D198A/D206A triple mutant, cannot self-cleave; scale: DMSO 0, 5 µM enzyme 100;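 active = percent activation above the screen-wide mean plus 3 SD, cut at about 25% in these data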
# Target sequence (P55210 whole entry D23A/D198A/D206A): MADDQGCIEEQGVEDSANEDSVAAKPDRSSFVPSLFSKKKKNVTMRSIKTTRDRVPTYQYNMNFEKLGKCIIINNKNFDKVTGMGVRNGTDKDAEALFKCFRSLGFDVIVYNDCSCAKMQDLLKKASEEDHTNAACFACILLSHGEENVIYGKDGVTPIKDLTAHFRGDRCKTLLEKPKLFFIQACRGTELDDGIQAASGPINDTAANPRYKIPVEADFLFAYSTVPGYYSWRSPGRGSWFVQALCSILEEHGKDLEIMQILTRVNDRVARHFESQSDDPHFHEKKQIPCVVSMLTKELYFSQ
#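 Material: Procaspase-7 triple mutant (PC-7 D3A) | Quantity: 2 µM procaspase-7 mutant as dispensed | Reagent: DEVD-pNA substrate | Times: 1 h preincubation, 2 h reaction | Technique: 405 nm absorbance of p-nitroaniline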
# CIT2-GFP yeast – modulators of TOR pathway CIT2-GFP in S. cerevisiae; GFP response vs DMSO, % at 10 µM; hit rate 0.065% among 320,000; AID 2029; S. cerevisiae CIT2-GFP strain, flow cytometry, 3 h; 100 means same as DMSO wells;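 active = GFP response relative to DMSO above a set limit, near the screen mean plus 3 SD, cut at about 150% in these data; inconclusive = Fewer than 70 cells measured for a yeast strain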;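 also: ratio of well median GFP fluorescence to mean of DMSO wells on the plate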
# AHR activator – human AHR activation; AHR-responsive luciferase reporter cells, luminescence; activation, % at 5 µM; hit rate 2.5% among 320,000; in the data active = activation above about 47%;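 also: 0% = vehicle wells and 100% = reference agonist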
# AGP1-GFP MLPCN – yeast TOR pathway AGP1-GFP modulation; S. cerevisiae AGP1-GFP multiplex flow cytometry, 3 h; GFP as percent of DMSO wells; GFP response vs DMSO, % at 10 µM; hit rate 0.02% among 320,000; AID 2066;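 active = GFP response relative to DMSO above a set limit, near screen average plus 3 SD, cut at about 150% in these data; inconclusive = fewer than 70 cells counted for the yeast strain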;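 also: median GFP channel fluorescence of the gated AGP1 strain per well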
# MEP2-GFP yeast – yeast TOR pathway MEP2-GFP modulation | S. cerevisiae MEP2-GFP strain, flow cytometry GFP, 3 h; 100% = DMSO control level | GFP response vs DMSO, % at 10 µM | hit rate 0.51% among 330,000;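 active = GFP response versus DMSO above a set limit, roughly screen mean plus 3 SD, cut at about 180% in these data; inconclusive = fewer than 70 cells counted for a yeast strain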;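 also: median GFP fluorescence of the barcode-gated MEP2-GFP cells per well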
# proCasp3 act – activates human procaspase-3. P42574. activation, % at 8.5 µM. recombinant procaspase-3 D3A, Ac-DEVD-pNA absorbance 405 nm. hit rate 0.11% among 330,000. AID 463141;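 active = activation above the mean of all tested compounds plus 3 SD, cut at about 21% in these data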;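 also: 0% = DMSO alone and 100% = DMSO wells spiked with extra 5 µM PC-3 D3A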
# Target sequence (P42574 whole entry D9A/D28A/D175A): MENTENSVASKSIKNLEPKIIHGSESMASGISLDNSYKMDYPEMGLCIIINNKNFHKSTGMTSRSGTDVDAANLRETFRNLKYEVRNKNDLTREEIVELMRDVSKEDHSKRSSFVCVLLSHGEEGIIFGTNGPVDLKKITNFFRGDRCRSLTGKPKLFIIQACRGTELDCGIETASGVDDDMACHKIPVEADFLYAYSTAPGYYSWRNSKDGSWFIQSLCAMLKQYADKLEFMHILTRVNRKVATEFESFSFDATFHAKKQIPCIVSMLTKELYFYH
#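 Assay system: Autoprocessing-dead procaspase-3 D3A mutant enzyme; also added: Ac-DEVD-pNA; doses: one concentration, 8.5 µM nominal, 0.8% DMSO; times: 1 h compound preincubation, 2 h substrate hydrolysis at 25 °C; technique: 405 nm absorbance of p-nitroaniline, reads at 0 and 120 min; measure: % activation between DMSO and enzyme-spiked controls; repeats: single replicate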
# RPL19A-GFP yeast – alters RPL19A-GFP fluorescence in TOR pathway yeast screen; S. cerevisiae RPL19A-GFP strain, flow cytometry, 3 h; active compounds read low; percent response vs DMSO, % at 10 µM; hit rate 0.3% among 330,000; AID 2025;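 active = percent response vs DMSO below 50%; inconclusive = fewer than 70 events counted for the yeast strain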;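 also: median channel GFP fluorescence of the barcoded RPL19A-GFP strain; ratio of sample median GFP to plate DMSO average so 100% = DMSO; lower means less RPL19A-GFP as with rapamycin TOR inhibition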
# LAP4-GFP MLPCN – yeast TOR pathway LAP4-GFP modulation; S. cerevisiae LAP4-GFP multiplex, flow cytometry GFP, 3 h; median GFP as percent of DMSO wells; GFP response vs DMSO, % at 10 µM; hit rate 0.34% among 320,000;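 active = GFP response vs DMSO above a set limit, about the screen mean plus 3 SD, cut at about 150% in these data; inconclusive = under 70 cell events counted for the yeast strain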
# Active calls of the source: *; ? = inconclusive; · = no result given.
Compound	procasp7 counter	CIT2-GFP yeast	AHR activator	AGP1-GFP MLPCN	MEP2-GFP yeast	proCasp3 act	RPL19A-GFP yeast	LAP4-GFP MLPCN
COc1ccc(C(=O)Nc2cc(-c3ccccc3)nn2-c2ccccc2F)cc1	-7	64	5	75	89	3	92	131
CCC1=NC(c2ccccc2)N(O)C1(C)C (stereo not drawn)	2	?	0	111	?	-2	95	?
O=c1cc(CN2CCN(Cc3ccccc3)CC2)c2cc3c(cc2o1)CCC3	1	104	-1	108	102	-4	97	107
O=C(O)C1C2C=CC(C2)C1C(=O)OCC1CCCO1 (stereo not drawn)	4	100	7	101	96	0	96	99
COc1ccc(C(=O)c2ccc(Cl)cc2Cl)cc1	-1	90	2	94	95	-6	96	98
CCCN1C2CCCC1CC(NC(=O)c1ccc(OC)cc1)C2 (stereo not drawn)	6	108	0	93	98	-3	94	82
O=C(O)CCn1ncc2ccccc2c1=O	-3	96	0	99	99	1	96	99
Clc1ccc(C2=Nn3c(nnc3-c3cccs3)SC2)cc1	1	97	1	99	101	-1	95	99
COC(=O)[C@@H](Cc1ccccc1)NC(=O)[C@H]1CCC(=O)N1C(=O)OCc1ccccc1	1	96	0	92	96	13	100	93
CCC(CC)COC(=O)C1=C(C)NC(=O)NC1c1cc(OC)ccc1OC (stereo not drawn)	2	106	-2	91	100	-2	99	92
O=C(CSc1nnc(-c2cccs2)n1-c1ccccc1)NCc1ccco1	8	92	-1	97	96	-3	99	94
COc1cc(N2CN=c3s/c(=C\c4ccccn4)c(=O)n3C2)cc(OC)c1OC	-2	102	3	105	103	-1	100	101
COc1cc(OC)c(C2C(C#N)=C(N)OC3=C2C(=O)CC(C)(C)C3)cc1OC (stereo not drawn)	9	96	1	108	96	0	98	91
Cc1ccc(Sc2ncccc2NC(=O)c2ccccc2Cl)cc1	6	89	-1	105	91	-4	99	115
Cc1sc2cc3c(c(C(=O)c4ccccc4)[n+]2c1C)-c1cccc2cccc-3c12	-11	88	7	76	99	-6	90	92
Cc1ccc(S(=O)(=O)N2CCN(S(=O)(=O)N3CCOCC3)CC2)cc1C	-5	84	2	81	83	-2	90	90
COc1ccc(CCN2CC(C(=O)NCCc3cccnc3)CCC2=O)cc1 (stereo not drawn)	·	103	·	94	97	·	111	68
CCc1noc(C)c1C(=O)NNC(=O)c1ccccc1Cl	9	93	0	91	93	7	88	81
O=C(Oc1ccc(-c2cn3c(n2)SCC3)cc1)c1ccccc1	-13	98	4	103	115	-11	105	124
NS(=O)(=O)c1ccc(CCNCc2cccs2)cc1	0	95	-3	100	96	4	95	101
COc1ccc([N+](=O)[O-])cc1NC(=O)Cc1ccc(C)cc1	16	100	-2	95	103	1	100	100
O=C(CSc1nc2[nH]ncc2c(=O)[nH]1)Nc1ccccc1C(F)(F)F	4	104	3	103	100	4	98	110
Cc1nc(Cl)c(C(=O)NCCC(C)C)c(C)c1[N+](=O)[O-]	6	102	-2	101	103	-3	102	96
Cc1ccccc1NC(=O)Cc1nc(COC(=O)c2ccc(S(C)(=O)=O)c([N+](=O)[O-])c2)cs1	7	102	-1	104	99	-6	99	102

# Some of the entries so far, as labelled records:
SMILES: Cc1nc(Cl)c(C(=O)NCCC(C)C)c(C)c1[N+](=O)[O-]
  procasp7 counter: 6; CIT2-GFP yeast: 102; AHR activator: -2; AGP1-GFP MLPCN: 101; MEP2-GFP yeast: 103; proCasp3 act: -3; RPL19A-GFP yeast: 102; LAP4-GFP MLPCN: 96

SMILES: Cc1ccccc1NC(=O)Cc1nc(COC(=O)c2ccc(S(C)(=O)=O)c([N+](=O)[O-])c2)cs1
  procasp7 counter: 7; CIT2-GFP yeast: 102; AHR activator: -1; AGP1-GFP MLPCN: 104; MEP2-GFP yeast: 99; proCasp3 act: -6; RPL19A-GFP yeast: 99; LAP4-GFP MLPCN: 102

# Additional results follow.
Compound	procasp7 counter	CIT2-GFP yeast	AHR activator	AGP1-GFP MLPCN	MEP2-GFP yeast	proCasp3 act	RPL19A-GFP yeast	LAP4-GFP MLPCN
Cc1ccc(C(C(=O)NC2CCCCC2)N(Cc2ccco2)C(=O)Cn2cnc3ccccc32)cc1 (stereo not drawn)	-15	93	1	95	95	-3	95	98
COc1ccc(C(=O)Nc2sc(C)c(C)c2CN2CCOCC2)cc1	5	106	18	106	105	-6	108	100
COc1ccc(N2Cc3cccc(C(=O)NC(C)CCc4ccco4)c3C2=O)cc1 (stereo not drawn)	-3	122	12	103	94	2	102	83
CN(C(=O)C1CCOC1)c1nnc(-c2cnccn2)s1 (stereo not drawn)	3	·	9	99	91	2	99	84
CN(CC(=O)Nc1cccc(F)c1)CC(=O)N1CCc2ccccc21	1	100	16	103	111	2	108	101
CC(=O)c1ccc(CC2SC(N)=NC2=O)cc1 (stereo not drawn)	2	97	2	102	103	-8	103	108
C=C(C)CNC(=S)NNC(=O)CCn1c2ccc(Cl)cc2c2cc(Cl)ccc21	0	99	2	100	100	1	104	95
Cc1ccccc1OCCC(=O)N(CC(=O)Nc1ccccc1C(F)(F)F)Cc1ccco1	-5	90	2	97	97	-5	95	98
O=C(c1cc(Br)ccc1O)N1CCN(S(=O)(=O)Cc2ccccc2)CC1	-4	88	0	88	93	11	93	94
COc1ccc(-c2coc3cc(O)ccc3c2=O)cc1	3	94	4	101	102	3	103	114
CCN(CC)c1ccc(/C=N/NC(=S)NCc2ccccc2)c(O)c1	-17	84	40	88	89	7	101	83
CCN(CC(=O)NCc1cccs1)C(=O)c1ccc(S(=O)(=O)N(C)C)cc1	9	94	1	95	92	4	96	108

# Some of these compounds in order of length of the SMILES, descending.
Compound	procasp7 counter	CIT2-GFP yeast	AHR activator	AGP1-GFP MLPCN	MEP2-GFP yeast	proCasp3 act	RPL19A-GFP yeast	LAP4-GFP MLPCN
Cc1ccc(C(C(=O)NC2CCCCC2)N(Cc2ccco2)C(=O)Cn2cnc3ccccc32)cc1 (stereo not drawn)	-15	93	1	95	95	-3	95	98
C=C(C)CNC(=S)NNC(=O)CCn1c2ccc(Cl)cc2c2cc(Cl)ccc21	0	99	2	100	100	1	104	95
COc1ccc(N2Cc3cccc(C(=O)NC(C)CCc4ccco4)c3C2=O)cc1 (stereo not drawn)	-3	122	12	103	94	2	102	83
O=C(CSc1nc2[nH]ncc2c(=O)[nH]1)Nc1ccccc1C(F)(F)F	4	104	3	103	100	4	98	110
COc1ccc(C(=O)Nc2cc(-c3ccccc3)nn2-c2ccccc2F)cc1	-7	64	5	75	89	3	92	131
O=c1cc(CN2CCN(Cc3ccccc3)CC2)c2cc3c(cc2o1)CCC3	1	104	-1	108	102	-4	97	107
CCC(CC)COC(=O)C1=C(C)NC(=O)NC1c1cc(OC)ccc1OC (stereo not drawn)	2	106	-2	91	100	-2	99	92
CCN(CC)c1ccc(/C=N/NC(=S)NCc2ccccc2)c(O)c1	-17	84	40	88	89	7	101	83
O=C(Oc1ccc(-c2cn3c(n2)SCC3)cc1)c1ccccc1	-13	98	4	103	115	-11	105	124
Cc1ccc(Sc2ncccc2NC(=O)c2ccccc2Cl)cc1	6	89	-1	105	91	-4	99	115
O=C(O)C1C2C=CC(C2)C1C(=O)OCC1CCCO1 (stereo not drawn)	4	100	7	101	96	0	96	99
COc1ccc(-c2coc3cc(O)ccc3c2=O)cc1	3	94	4	101	102	3	103	114
CC(=O)c1ccc(CC2SC(N)=NC2=O)cc1 (stereo not drawn)	2	97	2	102	103	-8	103	108
O=C(O)CCn1ncc2ccccc2c1=O	-3	96	0	99	99	1	96	99

# (further entries)
Compound	procasp7 counter	CIT2-GFP yeast	AHR activator	AGP1-GFP MLPCN	MEP2-GFP yeast	proCasp3 act	RPL19A-GFP yeast	LAP4-GFP MLPCN
COc1cc(OC)cc(C(=O)NCc2n[nH]c(=S)n2-c2ccccc2OC)c1	-2	107	13	98	100	8	101	96
Cc1ccccc1C(=O)NNC(=S)NC(=O)COc1ccccc1	-27	90	-1	92	102	-19	106	146
Cc1ccc(-n2nnnc2SCC(=O)Nc2cccnc2Cl)cc1	1	96	4	99	108	-8	102	99
Cc1ccc(S(=O)(=O)c2cc(N3CCOCC3)nc(-c3ccccc3)n2)cc1	5	93	2	99	102	-1	101	100
CC(=O)n1cc([C@H]2C=C(C(=O)N3CCN(Cc4ccccc4)CC3)O[C@@H](OCCCCO)C2)c2ccccc21	12	98	12	104	107	5	102	95
O=C(COC(=O)CCCNC(=O)c1ccc(Cl)cc1)NCc1ccccc1Cl	15	·	-2	99	103	12	102	89
O=C(COC(=O)Cc1ccc(F)cc1)NCc1ccco1	2	110	-1	104	111	-5	109	98
O=S(=O)(O)c1nc2ccccc2[nH]1	-1	113	3	98	97	-1	98	102
C=C1CSc2nc(=O)c3c4c(sc3n21)CCCC4	-1	103	3	105	109	-7	100	117
Cc1c(C(=O)c2no[n+]([O-])c2C(=O)c2cnn(C)c2C)cnn1C	-27	108	4	·	103	-26	102	100
N#Cc1c(-c2ccco2)ccn(Cc2cccc(F)c2)c1=O	5	92	-1	102	104	-3	99	110
O=c1[nH]c(-c2ccc(F)cc2)nc2c1sc(=S)n2-c1ccccc1	12	113	2	111	117	9	116	101
COc1ccc(NC(=O)c2ccc(-n3c(C)ccc3C)cc2)c(OC)c1	6	94	2	97	93	3	96	108
COc1ccc(C)cc1NC(=O)c1cc2c(s1)CCC2	8	91	25	94	100	5	101	106
Cc1ccccc1-c1nnn(CC(=O)N2CCN(S(=O)(=O)c3ccc(Cl)cc3)CC2)n1	4	103	1	99	100	-2	97	102
O=C(CCCOc1ccc(Cl)cc1Cl)NCCCO	6	96	2	112	99	6	107	108
CCOC(=O)c1cnc(COc2ccccc2Cl)[nH]c1=O	-9	98	2	105	102	5	96	109
C=CCSc1nnc(-c2nnc(SCC=C)n2-c2ccccc2)n1-c1ccccc1	6	94	0	93	90	-4	91	·
O=C(O)C1CCC(c2ccc(-c3ccccc3)cc2)CC1 (stereo not drawn)	8	97	2	87	103	0	97	100
COc1cccc(OCCN2CCN(c3ncnc4c3cnn4-c3ccccc3)CC2)c1	3	85	24	79	106	27*	100	115
CCN(C1CCS(=O)(=O)C1)S(=O)(=O)c1ccc2ccccc2c1 (stereo not drawn)	6	113	0	100	98	-2	96	97
COc1ccccc1C(=O)Nc1ccnn1C1CCN(Cc2ccc3nonc3c2)CC1	2	104	4	106	104	1	105	94
O=C(O)c1ccc(S(=O)(=O)Nc2ccc(F)c(Cl)c2)cc1	2	97	2	97	95	2	97	99
CN(Cc1ccccc1)S(=O)(=O)c1ccc(Cl)c(C(=O)NCc2cccnc2)c1	-2	97	6	103	102	10	98	99
CCN(c1ccc(C(=O)CN2C(=O)NC3(CCOc4ccccc43)C2=O)cc1)S(C)(=O)=O (stereo not drawn)	12	98	19	102	102	1	95	103
Cc1ccc(N(C(=O)Cn2nnc(-c3ccc(F)cc3)n2)C(CC(C)C)C(=O)NCC2CCCO2)cc1 (stereo not drawn)	4	95	-1	98	99	-2	97	99
Cc1ccc(N2CC(C(=O)N3CCC(c4nc5ccccc5[nH]4)CC3)CC2=O)cc1C (stereo not drawn)	4	103	-2	106	103	4	98	103
CCC1=Nc2cc(C(=O)O)ccc2Sc2ccccc21	-8	87	-1	97	109	1	98	122

# Screening results from PubChem BioAssay.
